# Bioassay records (PubChem BioAssay)
# OX1R antag-1: OX1R (HCRTR1) antagonists, primary screen, fluorescence, CHO/OX1R cells, Fluo-8 calcium, orexin A. Orexin/Hypocretin receptor type 1 (Homo sapiens), O43613. Fluo-8 calcium fluorescence. inhibition, % at 5 µM. 330,000 compounds, 0.43% hits. AID 434989, 2010;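 active means inhibition above its plate's threshold, mean inhibition of all tested compounds on the plate plus 3 SD, cut at about 37% in these data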;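 further: 0% = orexin A challenge wells and 100% = SB-334867-A antagonist wells; not every result past the cut was called active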
# Target sequence (O43613 whole entry, looked up): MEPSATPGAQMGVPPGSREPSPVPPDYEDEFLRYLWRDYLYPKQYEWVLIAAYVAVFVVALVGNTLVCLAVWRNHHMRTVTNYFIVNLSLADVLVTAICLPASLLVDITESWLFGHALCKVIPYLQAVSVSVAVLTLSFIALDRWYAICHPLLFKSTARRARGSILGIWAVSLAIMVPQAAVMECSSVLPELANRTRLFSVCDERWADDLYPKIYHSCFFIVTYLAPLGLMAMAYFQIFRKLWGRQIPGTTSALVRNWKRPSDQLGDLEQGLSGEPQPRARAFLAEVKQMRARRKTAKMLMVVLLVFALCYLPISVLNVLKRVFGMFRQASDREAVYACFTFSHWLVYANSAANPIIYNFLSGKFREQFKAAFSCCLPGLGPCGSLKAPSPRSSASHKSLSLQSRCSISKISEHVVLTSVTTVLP
# OX1R antag-2: antagonists of human orexin 1 receptor (OX1R) | AID 485270, 2010 | 330,000 compounds, 1.8% hits | OX1R-expressing cells, FRET antagonist read-out | inhibition, % at 6.6 µM; in the data active means inhibition mostly above about 38%, no sharp cut-off; inactive means mostly below about 40%;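 further: 0% = agonist challenge alone and 100% = reference antagonist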
# An asterisk follows results filed as active.
# A first look, 19 compounds:
[1] c1ccc(CSc2ncnc3c2oc2ccccc23)cc1
[2] CC(Sc1nnc(C2CC2)n1C1CC1)C(=O)N(C)C1(C#N)CCCCC1 (configuration not stated)
[3] C=CCn1c(SCC(=O)N(CCOC)c2c(N)n(CC(C)C)c(=O)[nH]c2=O)nc2ccccc21
[4] COc1cccc(-n2c(SCc3cc(=O)oc4cc(O)c(O)cc34)nc3ccccc3c2=O)c1
[5] CC(NC(=O)CCc1ccccc1)c1ccc2c(c1)OCO2 (configuration not stated)
[6] COc1ccc(C(=O)NCCc2nnc3ccc(SCC(=O)Nc4cc(C)on4)nn23)cc1
[7] Cc1ccc(NC(=O)C2CCN(S(C)(=O)=O)CC2)cc1Cl
[8] O=C(CN1C(=O)C(=O)N(Cc2ccco2)C1=O)Nc1ccc(F)c(F)c1F
[9] O=C(CSC(=S)N1CCOCC1)c1cc(Br)cc(Br)c1O
[10] CC(=O)c1c(C)nn(-c2ccccc2)c1C
[11] O=C(Nc1ccccc1)N(CCc1nc2ccccc2[nH]1)C1CCCC1
[12] COc1ccc(N/C=C/C(=C(C#N)C#N)N(C)C)cc1

Screen / compound no. | 1 | 2 | 3 | 4 | 5 | 6 | 7 | 8 | 9 | 10 | 11 | 12
OX1R antag-1 | -25 | -8 | 5 | 0 | -13 | -31 | -11 | 6 | 15 | -19 | -25 | -3
OX1R antag-2 | -8 | 4 | 1 | 13 | 9 | 15 | -4 | 3 | 11 | 0 | 9 | 14

[13] COc1ccc2c(-c3ccccc3)cc(N3CCOCC3)nc2c1
[14] CCOc1ccc(NC(=O)c2ccc(Cn3nc(C)cc3C)o2)cc1
[15] COc1ccc(CCNC(=O)C2CC(=O)N(c3ccc(C)cc3)C2)cc1OC (configuration not stated)
[16] Cc1ccc(C2CC(=O)C(C=NCCN3CCN(C(=S)Nc4ccccc4)CC3)=C(O)C2)cc1 (configuration not stated)
[17] Cc1cc(NC(=O)Nc2ccc(Cl)cc2)n(C(C)(C)C)n1
[18] O=[N+]([O-])c1ccc(-c2ccc(/C=N/c3c(-c4ccco4)nc4ccccn34)o2)cc1
[19] O=C(Cc1ccc(Cl)cc1Cl)NCc1cccnc1

Screen / compound no. | 13 | 14 | 15 | 16 | 17 | 18 | 19
OX1R antag-1 | -36 | -32 | -9 | -45 | -15 | -8 | -20
OX1R antag-2 | -2 | 26 | 32 | 11 | 4 | 37 | 14

# The listing, repeating the preview:
[1] c1ccc(CSc2ncnc3c2oc2ccccc23)cc1
[2] CC(Sc1nnc(C2CC2)n1C1CC1)C(=O)N(C)C1(C#N)CCCCC1 (configuration not stated)
[3] C=CCn1c(SCC(=O)N(CCOC)c2c(N)n(CC(C)C)c(=O)[nH]c2=O)nc2ccccc21
[4] COc1cccc(-n2c(SCc3cc(=O)oc4cc(O)c(O)cc34)nc3ccccc3c2=O)c1
[5] CC(NC(=O)CCc1ccccc1)c1ccc2c(c1)OCO2 (configuration not stated)
[6] COc1ccc(C(=O)NCCc2nnc3ccc(SCC(=O)Nc4cc(C)on4)nn23)cc1
[7] Cc1ccc(NC(=O)C2CCN(S(C)(=O)=O)CC2)cc1Cl
[8] O=C(CN1C(=O)C(=O)N(Cc2ccco2)C1=O)Nc1ccc(F)c(F)c1F
[9] O=C(CSC(=S)N1CCOCC1)c1cc(Br)cc(Br)c1O
[10] CC(=O)c1c(C)nn(-c2ccccc2)c1C

Screen / compound no. | 1 | 2 | 3 | 4 | 5 | 6 | 7 | 8 | 9 | 10
OX1R antag-1 | -25 | -8 | 5 | 0 | -13 | -31 | -11 | 6 | 15 | -19
OX1R antag-2 | -8 | 4 | 1 | 13 | 9 | 15 | -4 | 3 | 11 | 0

[11] O=C(Nc1ccccc1)N(CCc1nc2ccccc2[nH]1)C1CCCC1
[12] COc1ccc(N/C=C/C(=C(C#N)C#N)N(C)C)cc1
[13] COc1ccc2c(-c3ccccc3)cc(N3CCOCC3)nc2c1
[14] CCOc1ccc(NC(=O)c2ccc(Cn3nc(C)cc3C)o2)cc1
[15] COc1ccc(CCNC(=O)C2CC(=O)N(c3ccc(C)cc3)C2)cc1OC (configuration not stated)
[16] Cc1ccc(C2CC(=O)C(C=NCCN3CCN(C(=S)Nc4ccccc4)CC3)=C(O)C2)cc1 (configuration not stated)
[17] Cc1cc(NC(=O)Nc2ccc(Cl)cc2)n(C(C)(C)C)n1
[18] O=[N+]([O-])c1ccc(-c2ccc(/C=N/c3c(-c4ccco4)nc4ccccn34)o2)cc1
[19] O=C(Cc1ccc(Cl)cc1Cl)NCc1cccnc1
[20] COc1ccc2oc(=O)c(C(=O)NCCc3ccc(OC)c(OC)c3)cc2c1

Screen / compound no. | 11 | 12 | 13 | 14 | 15 | 16 | 17 | 18 | 19 | 20
OX1R antag-1 | -25 | -3 | -36 | -32 | -9 | -45 | -15 | -8 | -20 | -24
OX1R antag-2 | 9 | 14 | -2 | 26 | 32 | 11 | 4 | 37 | 14 | 8

[21] O=C1C=C(c2ccc(-c3ccccc3)cc2)C[C@@H](c2ccc3c(c2)OCO3)C1
[22] Fc1ccc(-c2cc(C(F)(F)F)nc(N3CCCCC3)n2)cc1
[23] COc1cc(OC)cc(C(=O)NNC(=O)C2CCCC2)c1
[24] O=C(Nc1nnc(S(=O)(=O)N2CCOCC2)s1)c1ccccc1Cl
[25] COc1ccccc1NC(=O)CSc1ncn(-c2ccccc2)n1
[26] CCN(CC)S(=O)(=O)c1ccc(C(=O)Nc2ncn(Cc3ccccc3)n2)cc1
[27] CCOC(=O)C1=NS(=O)(=O)NC(C)=C1
[28] O=C(O)/C(=C\c1ccccc1)c1ccccc1
[29] O=C(COC(=O)CCC(=O)c1cccs1)Nc1cccc(F)c1
[30] CCOC(=O)Cc1csc(NS(=O)(=O)c2ccc(F)cc2)n1

Screen / compound no. | 21 | 22 | 23 | 24 | 25 | 26 | 27 | 28 | 29 | 30
OX1R antag-1 | -3 | -3 | 2 | -3 | -15 | -7 | -11 | -3 | -6 | -6
OX1R antag-2 | 4 | 4 | 19 | 15 | 7 | -1 | 6 | 12 | 1 | 10

[31] CC(=O)Nc1ccccc1Sc1ccc2c3c(cccc13)C(=O)N(c1ccc(C)cc1)C2=O
[32] CC(C)(C)OC(=O)N1CCC(NC(=O)c2nc[nH]c2C(=O)N2CCc3ccccc3C2)CC1
[33] CCNC(=O)c1c(NC(=O)C2COc3ccccc3O2)sc2c1CCCC2 (configuration not stated)
[34] C=CCN1C(=O)c2ccccc2NC1c1ccc(Br)s1 (configuration not stated)
[35] O=C1CC(c2ccc3c(c2)OCCO3)Oc2ccc([N+](=O)[O-])cc21 (configuration not stated)
[36] CCCC(=O)NC(C)c1nc2ccccc2[nH]1 (configuration not stated)
[37] Cc1ccc([N+](=O)[O-])c(OCCCN2CCC(Cc3ccccc3)CC2)c1
[38] CCc1cccc(NC(=O)CCCN2C(=O)C(c3ccccc3)Oc3cccnc32)c1 (configuration not stated)
[39] Cc1cc(NC(=O)CSc2nc(C(C)C)nc3sc4c(c23)CCC(C)C4)no1 (configuration not stated)
[40] CCOC(=O)c1c(NC(=S)Nc2ccccc2)sc2c1CC(C)(C)SC2

Screen / compound no. | 31 | 32 | 33 | 34 | 35 | 36 | 37 | 38 | 39 | 40
OX1R antag-1 | -11 | -39 | -18 | -13 | -19 | -4 | -28 | -15 | -15 | -26
OX1R antag-2 | 10 | 0 | -2 | 10 | 7 | 9 | 10 | 14 | 0 | 4

[41] CC(C)c1ccc(NC2CCCN(C(=O)CCN3Cc4ccccc4C3=O)C2)cc1 (configuration not stated)
[42] [O-][n+]1ccc(OCc2ccccc2)cc1
[43] O=C(O)c1cc(NN=Nc2cccc(S(=O)(=O)O)c2)cc([N+](=O)[O-])c1
[44] CCN1C(=O)/C(=C2\SC(=S)N(NC(=O)c3cccnc3)C2=O)c2ccccc21
[45] O=C(c1ccc2c(c1)OCO2)N1CCN(c2ccccc2F)CC1
[46] Nc1nnc(Cc2ccccc2)s1
[47] O=C(Cc1cccc(C(F)(F)F)c1)Nc1cc(S(=O)(=O)N2CCOCC2)ccc1N1CCCC1
[48] CCC(CC)C(=O)Nc1cccc(C(=O)c2ccccc2)c1
[49] Cc1cc2nc3c(=O)n(Cc4ccccc4)c(=O)[nH]c3nc2cc1N
[50] CCCCN(C(=O)c1ccc(S(=O)(=O)N2CCC(C)CC2)cc1)C1CCS(=O)(=O)C1 (configuration not stated)

Screen / compound no. | 41 | 42 | 43 | 44 | 45 | 46 | 47 | 48 | 49 | 50
OX1R antag-1 | -29 | -13 | -14 | 9 | -14 | 2 | -30 | -23 | 55* | -6
OX1R antag-2 | 6 | -1 | 28 | 10 | 18 | 7 | 9 | 24 | 15 | 22

[51] C=CCn1c(SCc2cc(C(=O)OC)c(C)o2)nnc1-c1ccncc1
[52] Cc1cc(C)c(S(=O)(=O)Nc2ccc(C(=O)O)cc2)cc1S(=O)(=O)Nc1ccc(C(=O)O)cc1
[53] CCn1c(C)cc(/C=C2\SC(=O)N(CC(=O)Nc3ccc(C)c(C)c3)C2=O)c1C
[54] CCCCCCC(=O)N1C/C=C\C(c2ccc(OC)cc2)N(Cc2ccc(F)cc2)C(=O)[C@H]1Cc1ccccc1 (some centres not stated)
[55] COC(=O)c1c(-c2ccccc2)nn(-c2ccccc2)c1C(=O)OC
[56] COc1ccc2oc(C(=O)NC(C)(C)C)c(C)c2c1
[57] Cc1ccc(S(=O)(=O)N2CCOCC2)cc1NC(=O)COC(=O)COc1ccccc1[N+](=O)[O-]
[58] O=C(Nc1nnc(S(=O)(=O)N2CCN(c3ccc(F)cc3)CC2)s1)c1ccco1
[59] Cc1ccc(NC(=S)NC2CC3CCCC(C2)N3Cc2ccco2)cc1 (configuration not stated)
[60] Cc1ccc(-c2nc3ncccn3c2Nc2ccc3c(c2)OCO3)o1

Screen / compound no. | 51 | 52 | 53 | 54 | 55 | 56 | 57 | 58 | 59 | 60
OX1R antag-1 | -16 | -14 | -19 | -48 | -19 | -17 | -14 | -18 | -43 | -25
OX1R antag-2 | 18 | 1 | 24 | 27 | 18 | 24 | 21 | 22 | 2 | 57

[61] CC(C)C(=O)Nc1ccc2oc(-c3cc(F)c(F)cc3Cl)nc2c1
[62] O=C1N=C(N2CCCC2)S/C1=C\c1cccc(Br)c1
[63] Cc1ccnc(NC(=O)CCNS(=O)(=O)c2ccc(C)c(C)c2)c1
[64] CC1(c2ccc3c(c2)OCCO3)NC(=O)N(CC(=O)c2ccc[nH]2)C1=O (configuration not stated)
[65] NC(=O)C1c2ccccc2CSc2ccccc21 (configuration not stated)
[66] O=C(c1ccc2c(=O)n(C3CCCC3)c(=S)[nH]c2c1)N1CCc2ccccc21
[67] COc1cccc(C(=O)Nc2ccc3nc(N4CCOCC4)cc(C)c3c2)c1
[68] CCC(CC)c1nnc(NC(=O)C2COc3ccccc3O2)s1 (configuration not stated)
[69] CC(=O)Nc1ccc(S(=O)(=O)N=S(C)(C)=O)cc1
[70] COC(=O)c1cc(NC(=O)C2COc3ccccc3O2)cc(C(=O)OC)c1 (configuration not stated)

Screen / compound no. | 61 | 62 | 63 | 64 | 65 | 66 | 67 | 68 | 69 | 70
OX1R antag-1 | -4 | -13 | -13 | -10 | -13 | -16 | -45 | -45 | -2 | -12
OX1R antag-2 | 9 | 36 | 2 | 1 | 7 | 10 | 21 | 10 | 0 | 15

[71] NCC(c1ccccc1)c1c[nH]c2ccccc12 (configuration not stated)
[72] Cn1c(-c2sc3cc(C(F)(F)F)cnc3c2-c2cccnc2)n[nH]c1=S
[73] COc1ccc(N/N=C2/CCCCC2=O)cc1
[74] COC(=O)c1ccccc1NC(=O)CN1CCc2ccccc2C1
[75] Cc1noc(-c2ccccc2)c1NC(=O)Nc1ccccc1
[76] CC1CN(CCCSc2ccc(Cl)cc2)CC(C)O1 (configuration not stated)
[77] CCOC(=O)C(=CNc1cc(Cl)c(-c2ccco2)c(Cl)c1)C(=O)OCC
[78] Clc1cccc(-c2nc(NCc3cccnc3)c3ccccc3n2)c1
[79] CCN(CC)C(=O)C1CCN(C(=O)c2oc3ccc(C)cc3c2C)CC1
[80] COc1cc(/C=C2\SC(=S)N(NC(C)=O)C2=O)ccc1OC(=O)c1ccco1

Screen / compound no. | 71 | 72 | 73 | 74 | 75 | 76 | 77 | 78 | 79 | 80
OX1R antag-1 | -1 | -18 | -8 | -28 | -20 | -21 | -46 | 10 | 0 | 3
OX1R antag-2 | 9 | 17 | 11 | 13 | 1 | 8 | 2 | 64* | 27 | 15

[81] COc1ccccc1Nc1nc(N)nc(CSC(=S)N2CCCCC2)n1
[82] CC(=O)c1c(C)nc2ccccn12
[83] CN(C)S(=O)(=O)c1cccc(NC(=S)NNC(=O)c2cc3ccccc3cc2O)c1
[84] O=C(NCC(=O)N(c1cccnc1)C(C(=O)NC1CCCC1)c1ccccc1F)c1ccco1 (configuration not stated)
[85] O=C(Nc1ccccc1Cl)OCc1cncs1
[86] O=C(C1CCN(Cc2nc(Cc3cccc(F)c3)no2)CC1)N1CCOCC1
[87] CC1=NN(C(=O)CSCc2ccccc2)C(O)(c2ccccc2)C1 (configuration not stated)
[88] CCc1cccc(NC(=O)Cn2cccc2)c1
[89] COc1ccc(NC(=O)N2CCc3ccccc3C2)c(OC)c1
[90] COc1ccc(CCNC(=O)c2cc3c(=O)n4ccccc4nc3n(CCCN3CCOCC3)c2=N)cc1OC
[91] COc1ccc(NC(=O)Cn2nnc(C(=O)NCc3ccc4c(c3)OCO4)c2N)c(OC)c1
[92] COc1ccc(NC(=O)NNC(=O)c2ccc3ccccc3c2O)cc1OC

Screen / compound no. | 81 | 82 | 83 | 84 | 85 | 86 | 87 | 88 | 89 | 90 | 91 | 92
OX1R antag-1 | -25 | -9 | 9 | -1 | -17 | -17 | -23 | -7 | -14 | 8 | -13 | -19
OX1R antag-2 | 33 | -2 | 9 | 9 | 24 | 0 | 22 | -2 | 12 | 74* | -1 | 22
